# Bioassay records deposited in PubChem by several laboratories.
# Exocytosis inh – blocks lytic granule exocytosis | TALL-104 LAMP-1 surface exposure, flow cytometry; cells stimulated with thapsigargin and PMA | inhibition, % at 10 µM | 360,000 compounds, 0.66% hits;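 active = inhibition above about 55%, limit read from the data; inconclusive = no clear call, values can overlap the other calls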
# CaV13 ICDI inh – Primary screen for inhibitors of IQ motif and Ca2+-dependent inactivation inhibitor domain binding in CACNA1D, Förster resonance energy transfer in living cells, …; HEK cells, CFP/YFP FRET ICDI-IQ, plate reader, 10 min; percent FRET-ratio fall versus neutral wells; inhibition, % at 12.3 µM; 340,000 compounds, 0.098% hits; AID 743397;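 active = mean replicate inhibition of at least 30% and at least 1% of replicates passing that level; inconclusive = only one of the two criteria is met; inactive = neither criterion is met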;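 note: 0% = median of the neutral control wells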
# PDI inh – blocks human protein disulfide isomerase activity. P07237. 350,000 compounds, 0.052% hits. inhibition, % at 10 µM. PDI insulin aggregation turbidity, A650, 90 min. AID 588391;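 active = mean inhibition across replicates of 30% or more, whatever share of single replicates reach that level; inconclusive = mean inhibition below 30% while every single replicate reaches 30%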;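 note: absorbance from insulin aggregation driven by PDI reduction with DTT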
# Target sequence (P07237 whole entry, looked up): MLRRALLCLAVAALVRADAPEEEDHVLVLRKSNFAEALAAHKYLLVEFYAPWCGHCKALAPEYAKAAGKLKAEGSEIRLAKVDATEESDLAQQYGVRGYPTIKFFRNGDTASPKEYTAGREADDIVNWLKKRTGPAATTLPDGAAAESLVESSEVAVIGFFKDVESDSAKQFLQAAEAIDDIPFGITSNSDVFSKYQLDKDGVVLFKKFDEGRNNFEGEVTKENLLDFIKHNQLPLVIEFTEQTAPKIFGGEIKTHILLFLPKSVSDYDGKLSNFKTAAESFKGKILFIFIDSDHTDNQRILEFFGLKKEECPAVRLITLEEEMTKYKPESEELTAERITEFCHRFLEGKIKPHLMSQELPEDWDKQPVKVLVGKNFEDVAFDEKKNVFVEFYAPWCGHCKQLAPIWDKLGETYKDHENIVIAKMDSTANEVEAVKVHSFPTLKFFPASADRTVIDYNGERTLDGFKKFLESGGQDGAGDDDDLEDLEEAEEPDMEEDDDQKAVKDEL
# Vif inh – blocks HIV Vif function. 340,000 compounds, 0.35% hits. inhibition, % at 7.49 µM. HEK293T cells, Vif self-association by quenched fluorescence, imaging, 24 h; in the data active = inhibition above about 50%, passing the limit was not always enough; inconclusive = no clear call, values can overlap the other calls; inactive = below about 31%; note: some results filed as inactive read as strong as hits
# aDG glyco up – alpha-DG glycosylation activation; activation, % at 10 µM; AID 624168; 360,000 compounds, 0.22% hits; Pro5-aDG cells, alpha-DG glycosylation AlphaScreen (IIH6); 0% Pro5, 100% B10-LARGE cell signal;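 active = activation of at least 8% versus controls, or a plate z-score of at least 8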;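 note: Pro5 are CHO cells carrying HIG-tagged alpha-DG that lacks glycosylation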
# H9c2 protect – myocardial damage modulation in H9c2 cells; protection from H2O2 cell death, % at 20 µM; 360,000 compounds, 0.63% hits; AID 588492; H9c2 cardiomyocytes, H2O2 injury protection, ATPLite, 2 h;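 active = compounds giving at least 50% protection of heart cells from peroxide-induced death in the single-dose screen, raw or plate-pattern-corrected value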;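 note: 0% = DMSO wells with peroxide and 100% = DMSO wells without peroxide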
# Glyco luc inh – blocks N-linked glycosylation in D54 reporter cells; D54 ERlucT glycosylation luciferase reporter, 24 h; percent of 100 nM tunicamycin response; reporter increase, % at 12.5 µM; 360,000 compounds, 0.23% hits; AID 588692;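 active = mean luciferase reporter signal, scaled so untreated is 0 and the glycosylation-blocking control 100, at or above a set limit in every replicate; inconclusive = mean reaches the limit but not every replicate does; inactive = mean below the limit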;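 note: luciferase carries N-glycosylation sites so blocking glycosylation raises the light; 0% = median of neutral control wells and 100% = median of 100 nM tunicamycin wells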
# m5-HT2A agonist – activates the mouse 5-HT2A serotonin receptor | CHO-K1 mHTR2A beta-arrestin complementation, luminescence; percent of 30 µM serotonin response | activation, % at 7.6 µM | 360,000 compounds, 0.66% hits | AID 624169;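 active = activation above a run cutoff, the mean activation of all tested compounds plus 3 SD, cut at about 14% in these data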;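 note: 0% = plate median of compound wells and 100% = 30 µM serotonin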
# Target sequence (P35363 whole entry, looked up): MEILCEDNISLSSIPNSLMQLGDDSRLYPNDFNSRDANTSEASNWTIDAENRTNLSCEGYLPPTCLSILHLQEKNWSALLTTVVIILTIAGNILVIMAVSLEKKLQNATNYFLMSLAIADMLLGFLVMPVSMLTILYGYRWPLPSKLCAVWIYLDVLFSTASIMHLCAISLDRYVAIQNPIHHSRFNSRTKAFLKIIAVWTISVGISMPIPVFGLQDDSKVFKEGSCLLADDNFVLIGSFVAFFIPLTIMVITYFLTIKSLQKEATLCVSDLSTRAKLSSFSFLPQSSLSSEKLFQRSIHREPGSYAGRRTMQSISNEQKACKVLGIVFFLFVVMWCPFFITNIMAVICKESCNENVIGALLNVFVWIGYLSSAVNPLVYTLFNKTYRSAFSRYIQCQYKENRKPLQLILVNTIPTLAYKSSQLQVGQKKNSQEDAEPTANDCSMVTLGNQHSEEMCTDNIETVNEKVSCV
# hiPSC survival – increases survival of single human iPS cells | hiPSC single-cell survival, ATPlite luminescence; 100% = ROCK inhibitor wells, 0% = DMSO | survival enhancement, % at 20 µM | 360,000 compounds, 0.044% hits | AID 602274; in the data active = survival enhancement above about 18%;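 note: cells exposed to compounds for 16 hours before the ATP read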
# ABCB6 inh 2 – inhibitors of human ABC transporter ABCB6. Q9NP58. K562-ABCB6 porphyrin accumulation, flow cytometry, 1 h; stronger effect = lower value. fluorescence ratio to DMSO, % at 10 µM. 360,000 compounds, 0.19% hits. AID 602162;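 active = fluorescence ratio to DMSO below 75%, the collection mean minus 3 SD; inconclusive = too few cells collected in the well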;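 note: signal is porphyrin accumulated inside mitochondria; 100% equals median channel fluorescence of DMSO control wells; lower ratio means ABCB6 inhibition with less porphyrin fluorescence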
# * = called active by the depositor; ? = inconclusive; . = not tested or not shown.
SMILES,Exocytosis inh,CaV13 ICDI inh,PDI inh,Vif inh,aDG glyco up,H9c2 protect,Glyco luc inh,m5-HT2A agonist,hiPSC survival,ABCB6 inh 2
NNC(=O)COc1ccc2oc3c(c2c1)CCCC3,-3,-4,3,17,0.0,-7,4,1,0.3,93
O=C(NC(=S)Nc1ccccc1C(F)(F)F)c1ccccc1F,-4,0,-5,-6,0.2,-3,2,-6,0.9,102
O=C(N/N=C/c1ccncc1)c1ccc(COc2cccc3cccnc23)cc1,0,-7,9,-1,-0.2,64*,0,3,-0.3,91
CS(=O)(=O)NCCCc1ccccc1,2,.,-2,0,-0.1,-4,1,1,-0.3,104
CNc1cc(-c2c(OC)cccc2OC)ncn1,-7,-6,-47,9,0.0,1,1,4,4.2,97
O=C(CCN1CCN(CC(=O)Nc2ccccc2Cl)CC1)Nc1ccccc1F,-2,.,0,-13,0.2,5,0,-8,-2.3,98
CCc1c(C(=O)NC(C)C2CCCO2)csc1C (centres undefined),-2,.,2,0,0.1,16,0,2,-0.4,100
CC1CCN(C(=O)c2ccc(CNc3c(N4CCCC4)c(=O)c3=O)cc2)CC1,-3,-12,-4,3,-0.2,0,1,-5,-0.8,95
O=c1c2ccccc2ncn1-c1ccc([N+](=O)[O-])cc1[N+](=O)[O-],3,-3,3,-13,1.1,-20,2,-7,-0.5,98
COc1cccc(NC(=O)c2ccccc2-c2ccccc2C(=O)O)c1,-4,-20,3,2,-0.1,2,0,-2,3.6,96
CS(=O)(=O)N(CC(=O)O)Cc1cccc(CN(CC(=O)O)S(C)(=O)=O)c1,-3,-4,-1,46,0.2,0,-1,10,1.6,106
CNc1ccc(/C=C/C(=O)c2ccc3c(c2)OCCO3)cc1[N+](=O)[O-],0,-5,-2,-1,0.3,2,10,1,-1.2,102
COc1ccccc1N(CC(=O)NCCSc1ccccn1)S(=O)(=O)c1ccccc1,23,-2,-34,10,0.1,9,-2,-1,-0.3,94
COC(=O)C1CCN(C(=O)COC(=O)c2cc(-c3ccccc3)nc3ccc(OC)cc23)CC1,0,.,-11,-8,6.7*,22,3,3,-0.4,93
CC(=O)N(c1ccc2oc(=O)sc2c1)S(=O)(=O)c1ccc(C)cc1,-4,-3,18,28,0.0,13,1,-2,-0.3,99
O=C(CSc1nnc(-c2ccco2)n1CC1CCCO1)NC1CCCC1 (centres undefined),3,-3,0,-1,0.1,-3,0,-1,2.5,99
CCN(CC)S(=O)(=O)c1ccc(NC(=O)C2CCCN(C(=O)c3ccc(Cl)cc3)C2)cc1 (centres undefined),2,-5,-5,5,0.8,-6,-6,2,-0.5,96
CCCCCNC(=O)c1ccc2c(c1)ncn2-c1ccc(OC)cc1,?,-2,11,10,0.1,-3,-3,-12,0.0,93
CCCCN1C(=O)C(CC(=O)NCc2ccco2)CC(C(=O)N(C(C)C)C(C)C)=C1C (centres undefined),-2,-4,.,.,0.1,4,3,9,-0.6,102
COCCn1c(SCC(=O)N2CCCC(C)C2)nnc1-c1ccco1 (centres undefined),9,-4,3,18,0.1,-4,3,-5,-0.6,100
O=C(CCCN1C(=O)c2ccccc2C1=O)Nc1nc2ccccc2[nH]1,-4,-2,-5,.,0.0,3,0,7,-0.5,98
O=C(CSc1n[nH]c(-c2ccccc2O)n1)N1CCOCC1,-2,-7,1,5,0.0,-2,-1,0,-1.2,88
COc1ccc(CCC(=O)NCCNC(=O)CCc2ccc(OC)cc2)cc1,2,-2,-4,10,0.0,14,-1,-1,0.2,100
CN1C(=O)/C(=C/c2ccc(-c3ccccc3[N+](=O)[O-])o2)SC1=Nc1ccc(Cl)c(C(=O)O)c1,-2,-7,2,7,-0.1,-4,3,0,-0.8,102
CCc1ccc(C2=NNC(=Nc3c(C)n(C)n(-c4ccccc4)c3=O)SC2)cc1,-4,7,-1,-1,-0.3,2,0,-2,2.9,97

# Reprinted at random: six compounds from above, in no set order.
SMILES,Exocytosis inh,CaV13 ICDI inh,PDI inh,Vif inh,aDG glyco up,H9c2 protect,Glyco luc inh,m5-HT2A agonist,hiPSC survival,ABCB6 inh 2
O=C(NC(=S)Nc1ccccc1C(F)(F)F)c1ccccc1F,-4,0,-5,-6,0.2,-3,2,-6,0.9,102
CCN(CC)S(=O)(=O)c1ccc(NC(=O)C2CCCN(C(=O)c3ccc(Cl)cc3)C2)cc1 (centres undefined),2,-5,-5,5,0.8,-6,-6,2,-0.5,96
CC1CCN(C(=O)c2ccc(CNc3c(N4CCCC4)c(=O)c3=O)cc2)CC1,-3,-12,-4,3,-0.2,0,1,-5,-0.8,95
CN1C(=O)/C(=C/c2ccc(-c3ccccc3[N+](=O)[O-])o2)SC1=Nc1ccc(Cl)c(C(=O)O)c1,-2,-7,2,7,-0.1,-4,3,0,-0.8,102
CCCCCNC(=O)c1ccc2c(c1)ncn2-c1ccc(OC)cc1,?,-2,11,10,0.1,-3,-3,-12,0.0,93
CNc1cc(-c2c(OC)cccc2OC)ncn1,-7,-6,-47,9,0.0,1,1,4,4.2,97

# Part of the list above, bar-delimited:
molecule | Exocytosis inh | CaV13 ICDI inh | PDI inh | Vif inh | aDG glyco up | H9c2 protect | Glyco luc inh | m5-HT2A agonist | hiPSC survival | ABCB6 inh 2
CC1CCN(C(=O)c2ccc(CNc3c(N4CCCC4)c(=O)c3=O)cc2)CC1 | -3 | -12 | -4 | 3 | -0.2 | 0 | 1 | -5 | -0.8 | 95
O=c1c2ccccc2ncn1-c1ccc([N+](=O)[O-])cc1[N+](=O)[O-] | 3 | -3 | 3 | -13 | 1.1 | -20 | 2 | -7 | -0.5 | 98

# Next part:
SMILES,Exocytosis inh,CaV13 ICDI inh,PDI inh,Vif inh,aDG glyco up,H9c2 protect,Glyco luc inh,m5-HT2A agonist,hiPSC survival,ABCB6 inh 2
C=CC[C@H](CC(=O)N(CCO)Cc1ccccc1)C(=O)N[C@@H](COC(=O)[C@@H](CC=C)Cc1ccc(F)cc1)Cc1ccccc1,-1,-11,0,-3,0.8,-8,-5,3,0.9,103
Cc1csc2ncnc(N3CCN(C(=S)Nc4ccc(F)cc4F)CC3)c12,0,-4,1,-9,0.1,-10,-5,4,-0.6,80
CCC(c1nc2ccccc2[nH]1)n1c(-c2ccnc(Cl)c2)nc2ccccc21 (centres undefined),-3,-5,.,.,-0.1,.,.,-6,.,.
CCOc1ccc(OCC)c(C2C(C#N)=C(N)N(c3cccnc3)C3=C2C(=O)CC(C)(C)C3)c1 (centres undefined),4,-4,5,19,0.0,1,2,2,3.0,96
COc1ccccc1NC(=O)CSc1nnc(COc2ccccc2C)o1,-7,-7,3,0,0.1,-1,-1,7,0.0,78
O=C(OCc1cc(=O)n2ccsc2n1)C1(c2ccccc2)CC1,22,-9,-8,4,-0.7,23,-2,-3,-1.2,94
N#Cc1ccccc1CN1C(=O)NC2(CCCCCC2)C1=O,2,-14,3,.,0.2,0,0,1,-0.4,94
O=C(CSCc1ccccc1)Nc1ccc(F)cc1F,13,-8,-4,-4,-0.2,3,0,-2,-0.2,100
O=C(NCCNC(=O)c1ccccc1F)c1ccco1,-3,-7,-4,13,0.1,1,2,3,0.6,93
C=CCn1c(C)cc(C(=O)CN2C(=O)c3ccccc3C2=O)c1C,3,-3,-15,11,0.0,-16,-20,4,-3.4,90
COc1cc(OC)c(NS(=O)(=O)c2cccc(C(=O)OCC(=O)NCC3CCCO3)c2)cc1Cl (centres undefined),10,-6,6,2,-0.3,-4,2,-3,-0.7,93
O=C(NCc1cccc(F)c1)C1CCC(=O)N(CCc2cccc(F)c2)C1 (centres undefined),0,-6,2,0,0.4,-5,2,-5,2.9,100
CCCCn1nc(CC(=O)NCCN(CC)CC)c2ccccc2c1=O,13,5,-2,-2,-0.1,5,0,-2,0.9,93
Cc1ccc2nc3c(c(N)c2c1)CCN3c1ccccc1,1,-4,-6,-1,1.4,-17,-1,-5,12,100
COC(=O)c1ccc(CN2CCC(CO)(Cc3ccccc3Cl)CC2)cc1,-2,2,0,-20,0.8,-8,-1,-3,-1.5,90
CCOC(=O)N1CCN(C(=O)c2cccc(F)c2)CC1,-7,-6,10,-3,0.5,4,0,1,3.4,138
CCc1nnc(NC(=O)C2CCCN(C(=O)c3ccc(Cl)cc3)C2)s1 (centres undefined),6,-2,10,-8,-0.2,-8,2,-1,-0.1,98
CC(/C=C1\SC(=S)N(CC(=O)N2CCN(c3ccccc3)CC2)C1=O)=C\c1ccccc1,1,-18,-5,2,0.8,-3,-2,4,-1.9,99
Cc1c(C(=O)NCc2ccc3c(c2)OCCO3)sc(=O)n1Cc1ccc(S(=O)(=O)N(C)C)cc1,-6,-8,19,-7,0.0,-7,-4,5,-1.3,95
Cc1cc(N2CCC(C)CC2)n2nc(C)c(-c3ccccc3)c2n1,0,.,-4,.,0.1,-5,0,2,-2.8,97
COC(=O)c1ccc(C)c(NC(=O)CCSc2ccccc2)c1,5,.,-8,8,-0.1,0,-2,-5,2.6,97
Cc1ccsc1C(=O)N1CCCC(CO)(Cc2ccccc2F)C1 (centres undefined),-2,-6,-8,0,0.8,-5,1,-1,0.0,96
O=C(O)c1cc2c(N3CCC(Cc4ccccc4)CC3)ncnc2s1,4,-4,-4,1,-0.3,-4,2,1,0.4,101
C#CCOC(=O)/C(=C/c1ccc(F)cc1)NC(C)=O,-5,-7,-19,0,-0.2,7,0,0,1.2,101
CCCCCCCC(=O)N/N=C/c1ccc(Br)cc1,-2,-6,-4,2,-0.1,-10,-1,-2,1.7,106

# Records listed above shown as hits in aDG glyco up.
SMILES	Exocytosis inh	CaV13 ICDI inh	PDI inh	Vif inh	aDG glyco up	Glyco luc inh	m5-HT2A agonist	ABCB6 inh 2
COC(=O)C1CCN(C(=O)COC(=O)c2cc(-c3ccccc3)nc3ccc(OC)cc23)CC1	0	.	-11	-8	6.7*	3	3	93

# Continued:
SMILES,Exocytosis inh,CaV13 ICDI inh,PDI inh,Vif inh,aDG glyco up,H9c2 protect,Glyco luc inh,m5-HT2A agonist,hiPSC survival,ABCB6 inh 2
CCOC(=O)COc1ccc(S(=O)(=O)N2CCN(c3ccc(F)cc3)CC2)cc1,1,-3,0,-6,0.0,-9,3,-1,3.1,98
CN=C1SC(C(=O)O)CC(=O)N1C (centres undefined),-1,-3,-11,8,-0.2,2,1,3,2.4,97
COc1ccccc1-c1nc2ccc(Cl)cc2c(=O)n1O,6,-2,7,1,-0.1,5,1,2,-0.4,104
CCOc1ccccc1-c1nc(-c2ccc(NC(=O)Cc3ccccc3OC)cc2)no1,-1,-5,-3,2,0.1,-4,-3,-2,-2.4,99
Cc1ccc(S(=O)(=O)N2CCN(C(=O)Cc3ccccc3)CC2)cc1C,2,-6,-72,-13,-0.1,-3,-1,-3,0.3,87
CC1CC(C)CN(C(=O)CN2C(=O)NC(C)(C)C2=O)C1 (centres undefined),3,-7,0,12,0.0,2,3,-8,0.3,96
CC(C)(C)c1ccc(S(=O)(=O)NCc2ccc(C(=O)NCc3ccccn3)cc2)cc1,0,-14,3,0,0.4,-6,1,0,-1.5,99
O=C(NC1CC1)c1ccc2snnc2c1,-2,-6,-4,-5,-0.3,5,2,1,-2.0,102
